RXFP1 antag – RXFP1 (human) relaxin receptor antagonism. HEK293-RXFP1, relaxin-stimulated cAMP HTRF, 30 min; hits give low values. activity change, negative = inhibition, % at 57.5 µM. 0.59% of 350,000 active. AID 1259400;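 active = activity change of -60% or lower, but not beyond a set lower limit; inconclusive = change between -60% and -40%, or beyond the set limit; inactive = change above -40%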; note: % is set by controls: 0 for no effect and ±100 for the full control effect
Target sequence (Q9HBX9 whole entry, looked up): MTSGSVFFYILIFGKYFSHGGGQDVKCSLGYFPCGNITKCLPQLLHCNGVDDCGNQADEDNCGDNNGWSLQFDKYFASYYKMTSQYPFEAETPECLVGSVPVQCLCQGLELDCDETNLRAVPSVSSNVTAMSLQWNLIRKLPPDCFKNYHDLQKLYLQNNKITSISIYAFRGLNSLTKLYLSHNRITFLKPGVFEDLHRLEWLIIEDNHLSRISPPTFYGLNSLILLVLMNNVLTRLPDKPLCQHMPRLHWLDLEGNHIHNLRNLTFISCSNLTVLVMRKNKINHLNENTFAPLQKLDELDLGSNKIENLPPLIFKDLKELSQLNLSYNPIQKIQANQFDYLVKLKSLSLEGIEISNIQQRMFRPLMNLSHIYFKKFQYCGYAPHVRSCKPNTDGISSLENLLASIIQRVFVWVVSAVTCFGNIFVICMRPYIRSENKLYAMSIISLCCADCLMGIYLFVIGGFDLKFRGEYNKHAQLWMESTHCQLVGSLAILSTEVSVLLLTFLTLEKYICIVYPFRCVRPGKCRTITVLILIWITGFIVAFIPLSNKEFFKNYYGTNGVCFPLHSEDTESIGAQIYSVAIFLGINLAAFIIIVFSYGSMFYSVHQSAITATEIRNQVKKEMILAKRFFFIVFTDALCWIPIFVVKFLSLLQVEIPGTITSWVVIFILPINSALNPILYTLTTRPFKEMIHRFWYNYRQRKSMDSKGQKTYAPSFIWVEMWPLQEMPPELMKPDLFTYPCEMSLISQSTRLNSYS
D1 potentiator – enhances dopamine response at the human D1 receptor. potentiation, % at 10 µM. HEK293 TREx D1 cells, calcium flux, dopamine EC20 potentiation. 0.036% of 360,000 active; in the data active = potentiation above about 30%; note: 0% is about no effect
TRHR ag – TRH receptor (human) agonism. P34981. TRHR cells, calcium flux fluo-8, FDSS agonist mode. activation, % at 2 µM. 0.18% of 360,000 active; in the data active = activation above about 30%; note: 0% is about no effect
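Fluo-8-loaded TRHR cells; 10 s baseline, compound added, kinetic Ca2+ fluorescence read 1/s, agonist mode.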
TRHR enhancer – allosteric enhancers of human TRH receptor | P34981 | TRHR cells, fluo-8 calcium fluorescence, EC20 TRH enhancement | enhancement, % at 2 µM | 0.66% of 360,000 active; in the data active = enhancement above about 30%; note: 0% is about no effect
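Enhancer read-out: after compound pinning and an initial kinetic agonist-mode read, an EC20 of TRH (10 nM final) was injected and fluo-8 calcium signal (Ex 480/Em 530) followed at 1 s/cycle for 100 cycles in TRHR-expressing cells.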
D1 agonist – activates the human D1 dopamine receptor | P21728 | 1% of 360,000 active | HEK293 T-REx D1 cells, calcium flux, agonist mode | AID 504660 | activation, % at 2 µM; in the data active = activation above about 30%; note: 0% is about no effect
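Inducible HEK293 T-REx D1 cells, force-coupled to calcium signalling, were plated at 4000 cells/well with tetracycline and held overnight at 30 C. After no-wash calcium dye loading, compound-evoked calcium rise over 180 s flagged agonists.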
D2 potentiator – positive allosteric modulators of human D2 dopamine receptor; potentiation, % at 10 µM; HEK293 T-REx D2, calcium flux, EC20 dopamine potentiation; 0.34% of 340,000 active; P14416;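 active = potentiation over 3 SD above the plate norm, cut at about 30% in these data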; note: 0% is about no effect
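Tetracycline-induced HEK293 T-REx cells force-coupled to calcium signalling expressed D2; compounds were pin-added after a 10 s baseline, read kinetically 180 s, then an EC20 dopamine challenge followed with a further 180 s calcium read.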
RXFP1 agonist – RXFP1 (human) receptor agonism | Q9HBX9 | HEK293T-RXFP1 cAMP TR-FRET, 30 min; response scale: percent of porcine relaxin response, buffer zero | Potency, µM (series often up to 57.5 µM), for inactives: top-dose activation, actives largely listed as activators | 0.3% of 370,000 active | AID 2676; note: potency is the fitted concentration of half-maximal effect; % is set by controls: 0 for no effect and ±100 for the full control effect; nearly all actives have a fitted effect of over 60% in size; many of its hits are not listed in these tables
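cAMP rise read by TR-FRET after 30 min, 37C compound exposure (up to 58 uM) in RXFP1-transfected HEK293 cells with Ro 20174 present. EC50 from Hill-equation fits, with 29 nM porcine relaxin as 100% and buffer as basal.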
D1 antagonist – blocks dopamine activation of the human D1 receptor | P21728 | HEK293 TREx D1 cells, calcium flux, dopamine EC80; hits give low values | activity change, negative = inhibition, % at 10 µM | 3.2% of 360,000 active; in the data active = activity change below about -30%; note: % is set by controls: 0 for no effect and ±100 for the full control effect
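Inducible Hek293 Trex D1 cells (tetracycline, overnight, 30 C). Calcium dye 30–90 min RT. Antagonist mode: EC80 dopamine added after 180 s compound read.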
Apoferritin bind – binds horse apoferritin like a general anesthetic; Potency, µM (top dose mostly 77.5 µM), inactives show at the highest dose activity change, negative = displacement, hits mostly inhibitors; P02791; AID 485281; 0.074% of 350,000 active; apoferritin/1-aminoanthracene competitive binding, fluorescence; note: potency is the fitted concentration of half-maximal effect; % is set by controls: 0 for no effect and ±100 for the full control effect; nearly all actives have a fitted effect of over 20% in size
Target sequence (P02791 2-175 limits assumed): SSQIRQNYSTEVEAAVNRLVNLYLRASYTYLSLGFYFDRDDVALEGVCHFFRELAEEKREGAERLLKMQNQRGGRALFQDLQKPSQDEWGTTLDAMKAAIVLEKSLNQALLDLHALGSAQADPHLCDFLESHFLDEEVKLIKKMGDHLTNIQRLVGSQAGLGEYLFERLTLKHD
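Horse-spleen apoferritin (10 uM) in 50% saturated 1-aminoanthracene in PBS was incubated 10 min at room temperature with compound. Fluorescence (ex 380, em 535 nm) was normalized to free and bound 1-AMA, with concentration-response fitted by a four-parameter Hill equation.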
An asterisk follows results filed as active; ? = inconclusive; nt = no result given; & = joins results of further samples; [ ] = another dose, or the depositor's remark. Unless noted, calls come from the whole dose curve; as a rule, active = well fitted curve in the direction sought with a large enough effect; inconclusive = small, poorly fitted or top-dose-only effect, or another doubt; inactive = no such curve, though single readings can be large; an effect the other way counts as inactive or inconclusive.

Below each compound – RXFP1 antag	D1 potentiator	TRHR ag	TRHR enhancer	D1 agonist	D2 potentiator	RXFP1 agonist	D1 antagonist	Apoferritin bind
> O=C(NCC(c1ccc2c(c1)OCO2)N1CCOCC1)C(=O)Nc1ccc(F)cc1F (stereo not drawn)
→ 9	-4	0.6	11	2	-13	11%	-4	?
> COc1ccccc1-c1nc(SCC(=O)N2CCC(C(N)=O)CC2)n[nH]1
→ -2	-1	0.1	4	2	-3	-2.4%	-25	nt
> O=C(COc1ccc(-n2cnnn2)cc1)N1CCN(c2ccc(F)cc2)CC1
→ -5	-4	0.4	4	2	-13	0.1%	5	-6%
> OC(COc1cccc(OCC(O)CN2CCOCC2)c1)CN1CCOCC1 (stereo not drawn)
→ -13&2	-2&0	-0.7&0.3	-7&7	4&1	-1&3	-0.9%&1.0%	5&-18	?
> Cc1cc(N)n(-c2nc3ccccc3s2)n1
→ 2	-4	0.3	-4	3	2	0.2%	3	?
> Cc1nc(N2CCN(S(=O)(=O)c3cccc4nonc34)CC2)c2c3c(sc2n1)CCCC3
→ 2	-2	0.8	2	2	-8	2.6%	16	5%
> COC(=O)c1cc(S(=O)(=O)NCC2CCN(Cc3cc(C)ccc3C)CC2)cn1C
→ -3	0	-0.2	0	3	-19	0.1%	-11	-14%
> COc1ccc2oc(C(=O)OCC(=O)c3ccc4c(c3)OCCO4)c(C)c2c1
→ -5	3	-0.6	2	4	5	-1.1%	14	-11%
> Cc1ccc(C2=NN(CC(=O)NCCc3ccc(Cl)cc3)C(=O)CC2)cc1
→ -8	-1	-1.2	-2	-4	nt	1.3%	-5	35%[activator]
> CCOCCCNC(=O)c1ccc(CS(=O)(=O)Cc2ccc(C)cc2)o1
→ -17	-8	0.8	1	4	4	0.4%	-6	-8%
> CCOC(=O)N1CCN(S(=O)(=O)N2CCCC(C(=O)NCc3cc(OC)ccc3OC)C2)CC1 (stereo not drawn)
→ 6&1	-1	-0.6	2	1	11	?	-11	5%
> Cn1c(N)c(C(=O)COC(=O)/C=C/c2ccccc2Cl)c(=O)n(C)c1=O
→ -4	3	0.5	-3	14	-7	4.4%	-1	nt
> CNC(=O)c1cc2ncc(C(F)(F)F)cc2s1
→ -82*	-6	0.1	-3	4	-8	4.7%	4	-1%
> C=CCn1c(C)cc(-c2csc(NCC)n2)c1C
→ -29	-1	1.8	-1	9	-1	-1.1%	-13	-21%
> C=CCn1c(COc2ccc(F)cc2)nnc1SC(C)C(=O)NCC1CCCO1 (stereo not drawn)
→ 2	nt	0.0	5	4	-13	-0.1%	-29	nt
> C=CCNc1nc(-c2ccccn2)nnc1-c1ccccc1
→ 4	2	-0.4	-21	0	-4	0.0%	2	-11%
> N#Cc1nc(-c2ccccc2Cl)oc1NCC1CCCO1 (stereo not drawn)
→ nt	nt	1.7	1	2	7	2.7%	-1	-4%
> Cc1ccc(C(=O)Nc2cccc(S(=O)(=O)N3CCCCC3)c2)cc1[N+](=O)[O-]
→ -5	-6	0.4	-12	7	2	0.0%	-22	nt
> CCc1nnc(NS(=O)(=O)c2ccc(NC(=O)c3ccco3)cc2)s1
→ -4	4	0.8	1	3	2	1.0%	6	0%
> O=C(c1ccc([N+](=O)[O-])cc1)N1CCCC1
→ 4	2	-0.3	6	2	-3	-1.0%	-21	-5%
> COc1ccccc1C(=O)NCCNC(=O)c1ccco1
→ 1	-5	-0.2	-4	-2	17	2.0%	3	-3%
> Clc1cccc(CSc2nccn2-c2ccccc2)c1
→ -6	-3	0.2	-11	4	-2	1.5%	0	-21%
> O=C(NCCCO)C(=O)NCc1ccncc1
→ 4	-8	0.1	7	4	5	2.8%	1	-1%
> Cc1ccc(C)c(OCC(=O)NNC(=O)c2ccc(=O)[nH]c2)c1
→ 4	-2	0.0	9	0	6	-3.3%	14	nt
> CCn1c(=O)c2sccc2n2c(CCCC(=O)N3CCN(c4ccc(F)cc4)CC3)nnc12
→ 3	-1	0.1	-2	2	2	?	4	1%
> CCOC(=O)Cc1cc(C)[nH]c1C(=O)OCC
→ 0	-4	0.4	5	2	3	2.1%	7	-6%
> C=C(C)CNC(=S)N/N=C\c1ccc2c(c1)OCO2
→ -1	-2	-0.8	-2	0	4	-1.3%	11	-6%
> CN(Cc1ccccc1)c1nc2c(c(=O)[nH]c(=O)n2C)n1C
→ 1	-9	-0.9	-8	1	-2	-3.3%	-21	1%
> COC(=O)c1ccc(OC(=O)c2cnccn2)cc1
→ -1	-7	0.9	-6	2	-9	-0.8%	-5	-8%
> c1ccc(Oc2cccc(OCCCCSc3ncccn3)c2)cc1
→ -18	-1	1.6	0	20	-9	1.2%	9	-7%

10 entries out of the list, sorted by molecular weight, ascending.
Below each compound – RXFP1 antag	D1 potentiator	TRHR ag	TRHR enhancer	D1 agonist	D2 potentiator	RXFP1 agonist	D1 antagonist	Apoferritin bind
> O=C(c1ccc([N+](=O)[O-])cc1)N1CCCC1
→ 4	2	-0.3	6	2	-3	-1.0%	-21	-5%
> O=C(NCCCO)C(=O)NCc1ccncc1
→ 4	-8	0.1	7	4	5	2.8%	1	-1%
> COC(=O)c1ccc(OC(=O)c2cnccn2)cc1
→ -1	-7	0.9	-6	2	-9	-0.8%	-5	-8%
> C=C(C)CNC(=S)N/N=C\c1ccc2c(c1)OCO2
→ -1	-2	-0.8	-2	0	4	-1.3%	11	-6%
> COc1ccccc1C(=O)NCCNC(=O)c1ccco1
→ 1	-5	-0.2	-4	-2	17	2.0%	3	-3%
> CN(Cc1ccccc1)c1nc2c(c(=O)[nH]c(=O)n2C)n1C
→ 1	-9	-0.9	-8	1	-2	-3.3%	-21	1%
> Clc1cccc(CSc2nccn2-c2ccccc2)c1
→ -6	-3	0.2	-11	4	-2	1.5%	0	-21%
> Cc1ccc(C)c(OCC(=O)NNC(=O)c2ccc(=O)[nH]c2)c1
→ 4	-2	0.0	9	0	6	-3.3%	14	nt
> c1ccc(Oc2cccc(OCCCCSc3ncccn3)c2)cc1
→ -18	-1	1.6	0	20	-9	1.2%	9	-7%
> CCc1nnc(NS(=O)(=O)c2ccc(NC(=O)c3ccco3)cc2)s1
→ -4	4	0.8	1	3	2	1.0%	6	0%

The list continues.
Below each compound – RXFP1 antag	D1 potentiator	TRHR ag	TRHR enhancer	D1 agonist	D2 potentiator	RXFP1 agonist	D1 antagonist	Apoferritin bind
> CCOC(=O)N1CCN(C(=O)CSc2nc3c([nH]c4ccccc43)c(=O)n2CC)CC1
→ 6	4	-0.5	0	0	nt	18%	-36*	-2%
> CCN(CC)CCNc1ncnc2c1cnn2-c1cc(Cl)ccc1C
→ -5	-1	0.0	5	5	-12	4.1%	-31*	2%
> CCn1cc(C(=O)NCc2ccc(C)cc2)c(=O)c2cc(S(=O)(=O)N3CCc4ccccc4C3)ccc21
→ nt	2	-0.1	2	-1	5	0.9%	-3	-17%
> CCC(C)N(C(=O)CSc1ncnc2c1cnn2-c1ccccc1)C1CCS(=O)(=O)C1 (stereo not drawn)
→ -13	-3	0.2	3	2	10	2.6%	-6	nt
> CC(C)(C)n1nnnc1C(c1cccs1)N(Cc1ccccc1)Cc1ccco1 (stereo not drawn)
→ -13	-2	3.6	6	6	0	0.8%	2	51%[activator]
> O=C(NNS(=O)(=O)c1ccc(F)cc1)c1ccc(S(=O)(=O)N2CCCCC2)cc1
→ 1	-7	-1.0	-2	0	1	7.6%	9	3%
> CC(=O)OC1c2c(ccc3ccc(=O)oc23)OC(C)(C)C1OC(=O)CC(C)C (stereo not drawn)
→ -6	6	-1.1	-3	1	13	4.1%	21	?
> CCOC(=O)N/N=C(\C)c1cccs1
→ 8	2	-0.2	2	1	2	-0.8%	12	-16%
> O=C(CCc1nnc(CCCCc2ccccc2)o1)NCCn1cccn1
→ -4	-1	0.2	-1	2	1	3.4%	19	-23%
> Cc1ccc(C(=O)NC2CC(C)(C)NC(C)(C)C2)c(C)c1
→ -4	-4	0.1	-9	0	0	-0.3%	-9	-6%
> COc1cc(C2C(C#N)=C(N)Oc3c2oc(CO)cc3=O)cc(OC)c1OC (stereo not drawn)
→ -4	-6	2.6	-2	1	-7	-0.5%	6	-4%
> NS(=O)(=O)c1ccc(NS(=O)(=O)c2ccc(C3CNC(=O)C3)cc2)cc1 (stereo not drawn)
→ 9	-7	-0.9	5	6	nt	-1.6%	-5	-2%
> Cc1cc(C)cc(NC2=NCC(=O)N2Cc2ccccc2)c1
→ -18	-3	-1.6	0	0	-6	-0.6%	-8	-13%
> O=C(c1ccc(S(=O)(=O)N2CCOCC2)cc1)N1CCN=C1SCc1cccnc1
→ 1	-4	0.2	-12	5	-5	1.1%	11	-11%
> O=C(COc1ccccc1)Nc1ccc(S(=O)(=O)N2CCOCC2)cc1
→ 5	-3	-0.1	0	4	11	-4.3%	-1	?
> CC(C)NC(=O)NC(=O)COc1c(F)c(F)cc(F)c1F
→ 5	-8	-0.1	-6	0	-6	-2.0%	-5	-6%
> O=C(CCn1c(=O)c2sccc2n(Cc2ccc(F)cc2Cl)c1=O)NCc1ccc2c(c1)OCO2
→ -18	1	-0.8	1	0	1	?	4	-9%
> Cc1ccc(SCc2ccc(C(=O)N3CCCC3)cc2)cc1
→ -7	-8	-0.2	-4	11	7	-0.1%	nt	?
> Cn1c2ccccc2c(=O)c2c(O)cccc21
→ 19	-2	0.1	-10	0	-10	0.0%	1	-2%
> O=C(Nc1ccc(S(=O)(=O)N2CCOCC2)cc1)C1CCN(S(=O)(=O)c2ccc(F)cc2)CC1
→ 0	-4	0.5	4	4	-3	1.9%	1	nt
> COc1cccc(NC(=O)COC(=O)C2C3CC4OC(=O)C2C4C3)c1 (stereo not drawn)
→ -3	-7	0.9	-4	4	1	-1.0%	-2	4%
> CN1C(=O)C(O)(C2CCCCCC2=O)c2ccccc21 (stereo not drawn)
→ -1	2	0.1	3	3	10	-0.5%	15	-4%
> Cc1ccc(-c2cn3c(=O)cc(C)[nH]c3n2)cc1
→ -2	-1	0.3	0	1	-8	0.3%	-40*	-9%
> COc1ccc2nc3oc(C(=O)NCCCOC(C)C)cc3cc2c1
→ -7	-4	0.0	-14	3	-3	6.1%	-17	6%

Only part of the results is shown. The share of hits here may be higher or lower than overall.
